From PubChem BioAssay
SRC3 TRFRET art: TR-FRET detection interference compounds, artefact control for PPARgamma SRC-3 recruitment agonists, biochemical, TR-FRET ratio. TR-FRET ratio at 8 µM. TR-FRET artefact counter-screen, PPARgamma/SRC-3 format; active compounds read high. AID 1048, 2008. hit rate 0.39% among 99,000; in the data active means TR-FRET ratio above about 2000; further: inactives centre near 1600
SRC1 TRFRET art: TR-FRET detection interference compounds, primary screen, artefact control for PPARgamma SRC-1 recruitment agonists, biochemical, TR-FRET emission ratio; TR-FRET detection artefact counter-screen; active compounds read high; TR-FRET ratio at 8 µM; hit rate 0.34% among 99,000; AID 1051, 2008; in the data active means TR-FRET ratio above about 2300; further: inactives centre near 1800
* = called active by the depositor. Not all compounds are listed; count on the stated rates, not on these rows.

SMILES	SRC3 TRFRET art	SRC1 TRFRET art
CCC(CC)N1CCN(CC2CC=CCC2)CC1 (stereo unspecified)	1408	1555
C=CCc1cc(/C=C2/NC(=O)NC2=O)cc(OCC)c1O	1576	2171
Cc1nc2c(c3c1[nH]c1ccccc13)C(O)CC(C)(C)C2 (stereo unspecified)	1520	1692
O=c1cc(N2CCCCC2)c2ccccc2o1	1598	1767
C/C(=N\Nc1cccc(C(=O)O)c1)c1ccc(Cl)s1	1437	2091
COc1cccc(OC)c1OCCCCn1cnc2ccccc2c1=O	1507	2050
CNc1ccc(Br)cc(C(=O)/C=C/c2cccc(Cl)c2Cl)c1=O	1623	1303
CC1Oc2ccccc2N(Cc2cccnc2)C1=O (stereo unspecified)	1396	1678
CCOC(=O)c1cccc(NC(=O)c2cncc(Br)c2)c1	1569	1615
CCCCc1c(C)nc2ccc(C)cc2c1SCCC(=O)O	1613	1676
CCc1cc2c(C)ccc(C)c2nc1SCC(=O)Nc1c(C)[nH]c(=O)[nH]c1=O	1531	1539
CC(C)n1cc([C@@H]2C[C@H]3CN(Cc4cccc(Cl)c4)C(=O)[C@]34CCCN24)cn1	1577	1700
CSc1cc(C)[nH]c(=O)n1	1605	1736
O=C(N/N=C/c1ccc(-c2cccc([N+](=O)[O-])c2)o1)c1ccccc1O	1537	1813
NS(=O)(=O)c1cc2c(cc1Cl)NC(C1C[C@H]3C=C[C@@H]1C3)NS2(=O)=O (stereo partly specified)	1454	1636
CNC(=S)NCc1ccc2[nH]c(C)cc2c1	1337	1484
O=C(/C=C/Nc1ccc(F)cc1)c1ccc(Br)cc1	1694	1783
Cc1ccc(C(=O)N/C(=C\c2ccc(Cl)cc2)C(=O)NCCCN2CCOCC2)cc1	1472	1935
NC(=O)CSc1ncc(-c2ccc([N+](=O)[O-])cc2)[nH]1	1534	1677
Cc1cc(C(=O)N(C)Cc2ccc(Br)cc2)no1	1498	1804
Cc1ccc(NC(=O)CN2CCC(NC(=O)C3CCCCC3)CC2)c(Br)c1	1381	1540
CC(=O)Nc1ccc(N=C(C2=C(O)c3ccccc3C2=O)c2ccccc2)cc1	1529	2083
NNC(=O)c1cnn(-c2ccccc2)c1-n1cccc1	1641	1758
COC(=O)c1cc(C(=O)OCC(=O)N2c3ccccc3NC(=O)C2(C)C)cc([N+](=O)[O-])c1	1677	2082
Cn1cnnc1SCc1ccc(C(=O)NN)cc1	1556	1869

Quoted from the listing:
CCCCc1c(C)nc2ccc(C)cc2c1SCCC(=O)O – SRC3 TRFRET art: 1613
Cc1ccc(NC(=O)CN2CCC(NC(=O)C3CCCCC3)CC2)c(Br)c1 – SRC3 TRFRET art: 1381
O=c1cc(N2CCCCC2)c2ccccc2o1 – SRC1 TRFRET art: 1767

The results go on:
SMILES	SRC3 TRFRET art	SRC1 TRFRET art
Cc1ccc(C(=O)COC(=O)CNC(=O)CN2C(=O)c3ccccc3C2=O)cc1	1454	1630
CN(C)c1ccc(/C=N/NC(=O)c2ccc(CN3C(=O)c4cccc5cccc3c45)cc2)cc1	1642	1849
Cc1cccc(C(=O)N2CCC(=O)N(C(COCc3cccc(Cl)c3)Cc3ccccc3)CC2)c1 (stereo unspecified)	1389	1525
O=C(CSc1nnc(-c2ccncc2)o1)NC1CCCCC1	1523	1973
CCOC(=O)c1c(NC(=O)COc2cccc3c2CCN(CC)C3=O)sc2c1CCC2	1597	1901
Cc1ccc(-c2csc(/C(C#N)=C(\O)CN3CCN(C(=O)c4ccco4)CC3)n2)cc1	1748	1924
Cc1ccc(Cc2cnc(NC(=O)C3=NCCN3)s2)cc1	1588	1642
Cc1nc2sc3c(c2c(=O)n1NC(=O)CCBr)CCCC3	1652	1615
O=C(CCc1ccccc1)NC(=S)Nc1ccc(S(=O)(=O)N2CCOCC2)cc1	1421	1783
CSc1ccccc1NC(=O)COc1ccc(Cl)cc1Cl	1318	1757
CCN(CC)S(=O)(=O)c1ccc(C)c(NC(=O)Cn2c(=O)cnc3ccccc32)c1	1751	1892
COc1ccc(-c2nnc3ccc(SCC(=O)N4CCCCC4)nn23)cc1OC	1640	2017
Cc1nc(C)c(/C(O)=C/c2nc3ccccc3oc2=O)s1	1556	1592
O=CNn1cnc2c(oc3nc(-c4ccccc4)cc(-c4ccco4)c32)c1=O	1483	1849
Cc1ccc([N+](=O)[O-])cc1NC(=O)c1ccc2c(c1)OCO2	1634	1513
Cc1ccc(CC(NC(=O)c2ccccc2)C(=O)NC(Cc2ccccc2)C(=O)O)cc1 (stereo unspecified)	1643	1541
O=C(NCCc1nc(-c2ccccc2)cs1)c1ccc(Br)cc1	1540	1645
COc1ccc([N+](=O)[O-])cc1NC(=O)c1ccc(C)o1	1904	1912
COc1ccc2[nH]c(=O)c(CN(C(=O)NC3CCCCC3)C3CCCCC3)cc2c1	1362	2053
O=C(NNC(=S)Nc1ccccc1C(F)(F)F)c1cccnc1	1512	1786
O=C(C[n+]1cc(Br)cc(Br)c1)c1cccc([N+](=O)[O-])c1	1473	1806
COc1cc(C(=O)ON=C2C=C(C)C(=O)C(C)=C2)cc(OC)c1OC	1679	1862
COc1ccc(NC(=S)NCc2cccs2)cc1	1466	1614
Cc1cccc2nc(-c3cccnc3)c(Nc3ccccc3)n12	1667	1915
Cn1c(SCC(=O)c2ccccc2)nnc1-c1cnccn1	1573	1745

In the list so far, these contain a COOH group.
SMILES	SRC3 TRFRET art	SRC1 TRFRET art
C/C(=N\Nc1cccc(C(=O)O)c1)c1ccc(Cl)s1	1437	2091
CCCCc1c(C)nc2ccc(C)cc2c1SCCC(=O)O	1613	1676
Cc1ccc(CC(NC(=O)c2ccccc2)C(=O)NC(Cc2ccccc2)C(=O)O)cc1 (stereo unspecified)	1643	1541

(cont.)
SMILES	SRC3 TRFRET art	SRC1 TRFRET art
CCCCc1ccc(NC(=S)NCC2CCCO2)cc1 (stereo unspecified)	1512	1759
O=C1OC(c2cccc([N+](=O)[O-])c2)C2(CCCC2)C(=O)C12CCCCC2 (stereo unspecified)	1501	1775
CNC(=O)c1ccc(NC(=O)c2cccc(C(F)(F)F)c2)cc1	1472	1481
CC(C)C(=O)Nc1ncc(Cc2ccc(Cl)cc2)s1	1845	2126
CN1C(=O)C(CC(=O)Nc2ccccc2)S/C1=N/c1nccs1 (stereo unspecified)	1623	1711
CC/C(=C(\c1ccc(O)cc1)c1ccc(OCCN(C)C)cc1)c1ccccc1	1529	1629
Cc1nnc2ccc(N3CCN(c4cccc(C(F)(F)F)c4)CC3)nn12	1769	1883
Cc1nn(Cc2c(Cl)cccc2Cl)c(C)c1NC(=O)CCCn1nc(C)c([N+](=O)[O-])c1C	1692	1719
Cc1cccc(C(=O)N2CCc3ccccc3C2)c1[N+](=O)[O-]	1679	1671
Cc1ccc(/C=N/NC(=O)Cn2cnc3ccccc32)cc1	1474	1745
COc1ccc(N(CN2C(=O)c3ccccc3C2=O)C(=O)COc2ccc(Cl)cc2Cl)cc1	1818	2054
CN(C)S(=O)(=O)c1ccc(Cl)c(NC(=O)CN2CCCCCC2)c1	1407	1645
CN1CCN(S(=O)(=O)c2cc([N+](=O)[O-])ccc2N/N=C/c2ccc(Cl)cc2)CC1	1528	2072
CN(Cc1ccc2nonc2c1)Cc1nc(Cc2cccc(F)c2)no1	1621	1611
COCCN1Cc2cccc(C(=O)NC(C)CCc3ccco3)c2C1=O (stereo unspecified)	1495	1913
CCn1nnnc1NCc1ccc(N2CCCC2)cc1	1624	1969
COc1ccccc1-c1nnc(SCC(=O)NC2CCS(=O)(=O)C2)n1CCc1ccccc1 (stereo unspecified)	1568	1723
COc1cccc(NC(=S)NNC(=O)Cn2nc(C(F)F)cc2C(F)F)c1	1877	1832
O=C(O)c1ccc(Cl)c(S(=O)(=O)NCc2cccnc2)c1	1589	1739
O=C(CC1C(=O)CCCC1=O)c1ccccc1	1742	1853
O=C(CS(=O)Cc1ccccc1Cl)Nc1ccccc1Cl (stereo unspecified)	1433	1793
CCC(C)NC(=O)C(Sc1ccccc1)c1ccccc1 (stereo unspecified)	1475	1642
O=C1CSC(c2ccc(Cl)cc2Cl)N1c1ccccn1 (stereo unspecified)	1678	1792
Cc1nn(-c2ccccc2)c(Cl)c1/C=N/NC(=O)c1ccc(NS(=O)(=O)c2cccs2)cc1	1624	1686
Cc1cccc(NC(=O)CN2C(=S)NC(C)(C)CC2C)c1 (stereo unspecified)	1511	1755

(more compounds)
SMILES	SRC3 TRFRET art	SRC1 TRFRET art
COc1ccc(S(=O)(=O)N2CCOCC2)cc1NS(=O)(=O)/C=C/c1ccccc1	1433	1843
Cc1c(C(=O)NCc2ccccn2)oc2ccc(S(=O)(=O)N3CCC4(CC3)OCCO4)cc12	1463	1661
COc1cccc(C(=O)CSc2nc3ccccc3n2CC(=O)N2CCOCC2)c1	1339	1723
CC(C)C(NC(=O)C12CC3CC(CC(C3)C1)C2)C(=O)N/N=C/C1=C(N2CCOCC2)C(=C\c2cccc([N+](=O)[O-])c2)/CC1 (stereo unspecified)	1677	1875
CCOC(=O)c1ccc(N2C(=O)CC(SCC(=O)Nc3ccc(S(N)(=O)=O)cc3)C2=O)cc1 (stereo unspecified)	1584	1717
O=C1N=C(N2CCOCC2)S/C1=C\c1cccnc1	1579	1998
COc1cc(C(C(=O)NCc2ccccc2)N(Cc2ccco2)C(=O)c2cnccn2)cc(OC)c1OC (stereo unspecified)	1593	1812
CCCCN(C(=O)c1ccc(NC(=O)C(C)C)cc1)c1ccccc1	1402	1694
CCOC(=O)C1CCN(C(=O)c2ccccc2N(C)S(=O)(=O)c2ccccc2)CC1	1646	2046
COC(=O)c1c(N2C(=O)[C@H]3[C@@H](C2=O)[C@]2(C(=O)Nc4ccc(C)cc42)N2CCC[C@@H]32)sc(C)c1C	1625	1712
CCOc1ccc(OCC)c(S(=O)(=O)n2cc(C)nc2CC)c1	1464	1661
O=C(NNc1ccc([N+](=O)[O-])cc1[N+](=O)[O-])C1C2CCCCC21 (stereo unspecified)	1427	1503
CCOc1ccc(C(C)NC(=O)C2CCC2)cc1 (stereo unspecified)	1483	1716
Cc1ccc(Nc2nc(-c3ccc(C)cc3)c(CC(=O)O)s2)cc1	1576	1989
c1nc(N2CCCCCC2)c2[nH]cnc2n1	1526	2126
CC(c1ccccc1)N1CCn2c(nc3cc(NS(C)(=O)=O)ccc32)C1 (stereo unspecified)	1648	1685
C(=N\Nc1nc(N2CCCC2)nc(N2CCCC2)n1)/c1cccnc1	1433	1773
COCCN1C(=O)c2ccccc2C(C(=O)NCCCN2CCCC2)C1c1c[nH]c2ccccc12 (stereo unspecified)	1560	1992
COc1ccc(-n2c(Cc3ccccc3)nnc2SCc2ccc([N+](=O)[O-])cc2)cc1	1443	1648
COCCNC(=O)COc1ncnc2scc(-c3ccc(F)cc3)c12	1748	1812
CC(NS(=O)(=O)c1ccc(Br)cc1)C(c1cccs1)N1CCOCC1 (stereo unspecified)	1449	1766
CC(C)(C)NC(=O)C1CN(S(=O)(=O)c2ccccc2)CCN1S(=O)(=O)c1ccccc1 (stereo unspecified)	1458	1843
COc1cccc(/C=N/N2CCN(C)CC2)c1	1692	1967
O=C(COC(=O)CCSc1ccc(Cl)cc1)NCc1ccccc1	1734	1966
O=C(/C=C/c1cccc(Br)c1)N1CCN(c2ccccn2)CC1	1547	1812

Later entries
SMILES	SRC3 TRFRET art	SRC1 TRFRET art
Cc1nn(Cc2ccccc2)c(Cl)c1C(=O)OCC(=O)NC(=O)NC12CC3CC(CC(C3)C1)C2	1696	1987
COc1ccccc1NC(=O)Cn1c(=O)c(N(C)C)c(N)n(C)c1=O	1654	2032
Cc1ccc(Sc2c(CO)c(-c3ccccc3)nn2C)cc1	1414	1503
CC(=O)c1cn(N(C)c2ncc(C(F)(F)F)cc2Cl)c(=O)[nH]c1=O	1481	1964
COc1cccc(/C=C2\SC(=S)N(c3cccnc3)C2=O)c1OC	1633	1773
Cc1ccc(NC(=O)COc2cccc3ccc(C)nc23)c(Br)c1	1587	1928
CC(=O)Nc1ccc(-c2nnn(CC(=O)Nc3ccc4c(c3)OCO4)n2)cc1Cl	1499	1585
CCOC(=O)/C(=N\Nc1cccc(C(F)(F)F)c1)N1CCOCC1	1772	2055
Cc1ccc2c(c1)C1CN(C)CCC1N2C(=O)c1ccccc1NS(=O)(=O)c1ccc(F)cc1C (stereo unspecified)	1467	1632
Cc1cc2c3c(c1)C(C)CC(C)(C)N3C(=O)C2=O (stereo unspecified)	1694	1897
COc1ccccc1C(O)(C(=O)NNc1ccccc1C)c1ccccc1OC	1612	1865
N#CCCn1cc(C=O)c(-c2cccs2)n1	1470	1768
Cc1nc(-c2ccc(NC(=O)c3ccccc3Br)cc2)cs1	1584	1808
Cc1ccc(/C(N)=N/OC(=O)c2ccc(Cl)cc2Cl)cc1	1457	1540
COC(=O)c1ccc(CN2CCN(C(C)C)C(CCO)C2)cc1 (stereo unspecified)	1596	1912
Cc1ccccc1Nc1nc(N)nc(COC(=O)C2CCCCC2)n1	1476	2092
CN1CCN(S(=O)(=O)c2ccc(NC(=S)NC(=O)C(C)(C)C)cc2)CC1	1445	1393

Record cards, as listed above:
COc1cccc(OC)c1OCCCCn1cnc2ccccc2c1=O reads SRC3 TRFRET art: 1507; SRC1 TRFRET art: 2050
CCOC(=O)c1ccc(N2C(=O)CC(SCC(=O)Nc3ccc(S(N)(=O)=O)cc3)C2=O)cc1 (stereo unspecified) reads SRC3 TRFRET art: 1584; SRC1 TRFRET art: 1717
Cc1cccc(C(=O)N2CCc3ccccc3C2)c1[N+](=O)[O-] reads SRC3 TRFRET art: 1679; SRC1 TRFRET art: 1671

By substructure, those above with a cyano group
SMILES	SRC3 TRFRET art	SRC1 TRFRET art
Cc1ccc(-c2csc(/C(C#N)=C(\O)CN3CCN(C(=O)c4ccco4)CC3)n2)cc1	1748	1924
N#CCCn1cc(C=O)c(-c2cccs2)n1	1470	1768
